# Assay outcomes from PubChem.
# Anthrax LF inh2 – blocks Bacillus anthracis lethal factor protease. P15917. multiplex microsphere protease cleavage assay, LF. 360,000 compounds, 0.12% hits. inhibition, % at 10 µM; in the data active = inhibition above about 30%; inconclusive = no clear call, values can overlap the other calls; note: plate controls were buffer without enzyme for full effect and enzyme alone for no effect
# Target sequence (P15917 whole entry, looked up): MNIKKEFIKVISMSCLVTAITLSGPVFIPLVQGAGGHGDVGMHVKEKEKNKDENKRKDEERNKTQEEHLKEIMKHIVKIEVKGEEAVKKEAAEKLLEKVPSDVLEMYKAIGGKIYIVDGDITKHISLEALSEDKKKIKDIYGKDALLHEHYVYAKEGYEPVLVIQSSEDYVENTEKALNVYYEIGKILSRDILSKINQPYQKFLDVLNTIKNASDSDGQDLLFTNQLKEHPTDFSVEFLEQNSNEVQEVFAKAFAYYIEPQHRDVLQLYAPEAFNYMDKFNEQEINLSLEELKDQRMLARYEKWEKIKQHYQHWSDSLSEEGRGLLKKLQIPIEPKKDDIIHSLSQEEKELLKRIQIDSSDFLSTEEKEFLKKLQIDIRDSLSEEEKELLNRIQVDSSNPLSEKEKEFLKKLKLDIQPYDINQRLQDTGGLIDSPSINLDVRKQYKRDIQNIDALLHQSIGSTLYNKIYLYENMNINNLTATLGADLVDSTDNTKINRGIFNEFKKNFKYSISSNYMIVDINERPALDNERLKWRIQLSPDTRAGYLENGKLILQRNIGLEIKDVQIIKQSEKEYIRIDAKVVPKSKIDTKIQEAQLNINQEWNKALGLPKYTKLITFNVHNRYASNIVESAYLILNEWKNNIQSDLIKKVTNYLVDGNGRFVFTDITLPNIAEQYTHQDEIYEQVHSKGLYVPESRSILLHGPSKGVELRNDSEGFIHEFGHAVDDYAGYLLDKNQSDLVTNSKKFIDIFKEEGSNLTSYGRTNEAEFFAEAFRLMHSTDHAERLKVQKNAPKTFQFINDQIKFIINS
# PfHsp40 rescue – restores yeast growth despite PfHsp40 toxicity. 340,000 compounds, 0.68% hits. growth rescue, % at 12.5 µM. S. cerevisiae expressing PfHsp40, growth rescue, ATP luminescence. AID 504582; in the data active = growth rescue above about 28%, passing the limit was not always enough; inconclusive = no clear call, values can overlap the other calls;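 note: yeast W303a lacking pdr1 and pdr3 grown in galactose medium; growth measured after three days at 30 °C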
# SSB-PriA inh – K. pneumoniae PriA-SSBct interaction inhibition. AlphaScreen SSBct-PriA binding, biotinylated peptide. inhibition, % at 33 µM. 430,000 compounds, 0.6% hits. AID 1272365; in the data active = inhibition mostly above about 37%, no sharp cut-off; inactive = mostly below about 20%;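 note: plate controls were negative control peptide for no effect and reference peptide for full effect; strong numbers were not always called active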
# BH1578 lux ind – inducers of Vibrio cholerae quorum light production without autoinducers | activation, % at 18.7 µM | 350,000 compounds, 0.16% hits | V. cholerae BH1578 lux reporter, luminescence, 6 h; in the data active = activation mostly above about 9.7%, no sharp cut-off; inconclusive = no clear call, values can overlap the other calls; inactive = mostly below about 3.7%; note: not every result past the cut was called active; inactives centre near 0; reference of the scale not given here
# TcdB inh – inhibitors of Clostridioides difficile toxin B glycohydrolase; P18177; TcdB glycohydrolase enzymatic assay, plate reader; inhibition, % at 9.99 µM; 350,000 compounds, 0.24% hits; in the data active = inhibition above about 10%
# Y pestis TopoI – blocks Yersinia pestis topoisomerase I activity; activity, % at 10 µM; AID 504884; Y. pestis Topo-I cleavage product accumulation, plate reader; 360,000 compounds, 0.064% hits; in the data active = activity above about 50%, passing the limit was not always enough; inconclusive = no clear call, values can overlap the other calls; note: inactives centre near 2
# MazF activator – MazEF (E. coli) toxin RNase activation; P0AE70; FAM/BHQ RNA-DNA oligo cleavage fluorescence, 5 h; activation, % at 20 µM; 350,000 compounds, 0.32% hits; AID 504720; in the data active = activation above about 50%
# Target sequence (P0AE70 whole entry, looked up): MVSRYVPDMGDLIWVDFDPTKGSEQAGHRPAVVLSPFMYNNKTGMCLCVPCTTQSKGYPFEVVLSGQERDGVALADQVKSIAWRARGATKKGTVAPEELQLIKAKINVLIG
# 3CLpro inhibitor – SARS-CoV 3CLpro protease inhibition | AID 1706 | P0C6X7 | recombinant SARS-CoV 3CLpro, quenched FRET peptide cleavage | 290,000 compounds, 0.14% hits | inhibition, % at 6 µM; in the data active = inhibition above about 12%
# VHR inh abs – inhibitors of human VHR1 phosphatase (DUSP3). P51452. 290,000 compounds, 0.52% hits. recombinant VHR phosphatase, pNPP absorbance. AID 1654. inhibition, % at 13.3 µM; in the data active = inhibition above about 50%; note: some compounds called inactive have numbers as strong as hits
# Target sequence (P51452 whole entry, looked up): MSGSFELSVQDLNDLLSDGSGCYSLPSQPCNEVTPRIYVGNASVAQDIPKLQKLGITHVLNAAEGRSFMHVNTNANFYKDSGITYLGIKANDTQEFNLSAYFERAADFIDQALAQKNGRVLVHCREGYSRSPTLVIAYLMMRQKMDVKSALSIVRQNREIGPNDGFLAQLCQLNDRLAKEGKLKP
# Rv3671c inh – inhibitors of M. tuberculosis serine protease Rv3671c; inhibition, % at 5.96 µM; 320,000 compounds, 0.048% hits; AID 2606; in the data active = inhibition above about 38%;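 note: extracellular domain of Rv3671c used as enzyme; 0% = enzyme with DMSO and 100% = no enzyme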
# * hit, by the source's call; i = inactive; ? = inconclusive; . = not tested or not shown; & = joins results of further samples. An excerpt, so the mix of outcomes need not match the whole.
SMILES,Anthrax LF inh2,PfHsp40 rescue,SSB-PriA inh,BH1578 lux ind,TcdB inh,Y pestis TopoI,MazF activator,3CLpro inhibitor,VHR inh abs,Rv3671c inh
Fc1ccc(CSc2nc3ncc(Br)cc3[nH]2)cc1,-3,-1.0,-9,i,.,5,-2,-1,6,0
O=C(Nc1ccc(O)c(-c2nc3ccccc3o2)c1)C1(c2ccc([N+](=O)[O-])cc2)CCCC1,-1,-1.1,-25,i,.,-15,2,5,5,-14
Cc1nc2ccccn2c1C(=O)CSc1ccccc1Cl,-11,6.0,-12,i,.,12,7,2,20,-6
CC1CCC(NC(=O)CN2CCN(S(=O)(=O)c3ccc(Br)s3)CC2)CC1 (stereo not given),-1,.,.,-0.5,-0.2,24,3,.,.,.
CN(CCOc1ccccc1)C(=O)c1cc([N+](=O)[O-])ccc1N1CCOCC1,.,1.6,-9,i,1.1,1,-2,.,.,4
O=C(O)CC1NC(=O)N(c2ccc(Cl)cc2)C1=O (stereo not given),0,0.2,-12,.,.,7,-12,-10,8,-9
O=C(NN1C(=O)/C(=C\c2ccc(O)c([N+](=O)[O-])c2)SC1=S)c1ccccc1Cl,1,-0.7,26,-8.5,1.1,-1,-13,1,-3,5
CCCC(=O)Oc1ccc(-c2nccc(C(OC)OC)n2)cc1,-5,0.9,-13,-0.4,-0.5,1,3,2,-13,-6
CC1CN(C(=O)COC(=O)CSc2ccc(C(N)=O)cc2[N+](=O)[O-])CC(C)O1 (stereo not given),-1,-1.9,-1,-0.7,0.5,3,0,.,.,9
C/C(=N/NC(=O)c1ccc2c(c1)OCO2)c1ccc(NC(=O)C(F)(F)F)cc1,0,-2.1,.,i,.,0,-4,2,-2,-3
O=C(O)C1CCCCC1C(=O)NCCc1ccc(Cl)cc1 (stereo not given),1,0.3,-7,i,.,-3,-4,0,-4,-3
CC/C(=N\NC(=O)c1ccncc1)C12CC3CC(CC(C3)C1)C2,0,-0.6,.,-0.9,.,-4,-3,-2,6,5
COc1ccccc1C(=O)NCC(=O)NCCSc1ccc(Br)cc1,-4,1.9,-6,1.2,0.7,1,-1,.,.,-4
CCN(c1ccc(OC)cc1)S(=O)(=O)c1nnc(NC(=O)CC(C)C)s1,6,-0.5,-6,i,0.6,4,0,-2,.,0
O=C(COC(=O)CNC(=O)c1ccccc1F)NCCC1=CCCCC1,2,-0.2,-1,i,.,0,2,-2,30,-4
CN(CC(=O)O/N=C(\N)c1ccc(Br)cc1)S(=O)(=O)c1ccccc1,0,-2.0,i,i,-1.1,21,1,2,37,-5
O=c1ccc2cc(S(=O)(=O)N3CCN(c4ccccc4F)CC3)ccc2[nH]1,3,0.6,-5,0.0,-0.2,11,4,-1,10,1
Cc1nc2oc3c(=O)[nH]cnc3c2c2c1COC(C)(C)C2,-6,0.8,5,-0.6,0.8,-6,2,6,4,3
O=C(NC(=S)Nc1nc(-c2ccc([N+](=O)[O-])cc2)cs1)c1ccco1,2,2.0,-1,0.5,1.2,-4,3,0,10,-11
O=c1c2c(nc(NCCO)n1CC1CCCCC1)-c1ccccc1CC21CCCC1,.,3.1,-6,i,.,13,-8,5,21,-2
O=C(NCc1ccccn1)C1CCCN(Cc2cnn(-c3ccccc3)c2-n2cccc2)C1 (stereo not given),-1,0.8,-7,0.0,.,17,-1,-4,16,8
O=C(NCC1CCCO1)c1ccc(F)c2ccccc12 (stereo not given),0,-0.3,-11,i,1.4,4,4,-1,-2,5
CCOC(=O)c1sc(NC(=O)CN(CC(C)C)CC(C)C)c(C(=O)OCC)c1C,-2,0.0,-23,-0.2,.,1,8,0,20,12
NC(=O)C1CCN(c2nc(-c3ccccc3)nc3ccccc23)CC1,-6,10,-5,-3.2,.,11,-10,-6,-10,-6
COC(=O)Cc1nc2ccccc2[nH]1,-7,-0.8,-8&-9,-0.5,.,-3,-13,1,10,-4
CCOC(=O)C1=C(O)/C(=C/c2cc(C)n(-c3ccccc3)c2C)N=C1C,-7,0.8,-7,1.3,-1.7,2,-11,-2,8,-2
Cc1ccc(C)c(N2CCN(C(=O)CCCOc3cc(=O)n(C)c4ccccc34)CC2)c1,-3,0.9,5,-0.2,.,-4,2,5,21,4
CCN(CC(=O)Nc1c(F)cccc1F)C(=O)C1Cc2ccccc2CN1S(=O)(=O)CC (stereo not given),-11,0.5,-2,i,6.9,-5,-4,.,.,9
NC(=NCc1ccccc1)C(N=Nc1ccccc1)C(=O)NCc1ccccc1 (stereo not given),-1,-0.3,6,-2.9,1.0,-17,17,.,.,.
CC(C)c1ccc(NC(=O)C2C3C=CC4(CN(CCCN5CCOCC5)C(=O)C24)O3)cc1 (stereo not given),0,1.0,-8,-1.7,.,-3,1,-5,40,0
COc1ccc(NC(=O)COc2ccc(C(=O)OCC(=O)N(C)C3CCS(=O)(=O)C3)cc2OC)cc1 (stereo not given),-1,-0.9,-4,-0.3,0.3,6,0,2,11,7
Cc1ccc(NC(=O)CCn2c(=S)oc3ccccc32)cc1F,2,-1.8,-7,-0.9,-6.8,-5,-11,1,-2,1
COc1ccc(/C=N/NC(=O)c2cccc([N+](=O)[O-])c2)c2ccccc12,-11,-2.2,.,-0.6,-0.4,-9,16,1,40,0
Cc1ccc(C)c(NC(=O)CCOc2ccccc2)c1,7,-0.3,5,-0.4,1.6,-3,7,2,14,.
COc1ccc(OC)c(-c2cc(C(=O)O)c3cc4ccccc4cc3n2)c1,-5,.,.,i,-1.0,3,4,.,.,.
COc1ccccc1Oc1ccc2c(c1)C(=O)N(c1ccc(C)cc1)C2=O,0,-0.2,-6,-0.9,.,-1,-19,0,24,-3
COc1ccc(-c2csc(CCn3nc(C)cc3C)n2)cc1OC,-7,-1.7,0,-1.5,-0.2,3,4,-1,24,0
CCNc1nc2c(c(=O)n(Cc3ccccc3)c(=O)n2C)n1Cc1ccccc1,-1,-0.7,4,.,.,8,6,1,-17,4
Cc1ccc(S(=O)(=O)N(C)C)cc1NC(=O)COC(=O)/C=C/c1ccc2ccccc2n1,-5,-0.8,22,0.2,1.1,4,3,.,.,-10
Cc1ccc(S(=O)(=O)N(CC(=O)NN=C2CCN(C)CC2)c2ccc(C(C)C)cc2)cc1,-3,0.4,-6,i,-0.8,18,4,7,34,-12
CN(C)S(=O)(=O)c1cccc(NC(=O)CCNC(=O)Nc2ccccc2)c1,9,-0.8,-1,i,0.0,-1,2,.,.,2
Cc1c(NC(=O)Nc2ccccc2Cl)c(=O)n(-c2ccccc2)n1C,-1,-1.0,1,i,1.5,4,0,5,18,4
Cc1noc(C)c1CSCC(=O)Nc1ccccc1N1CCCC1,-3,-0.8,-2,-0.9,4.2,8,1,.,.,.
COc1ccccc1N(CC(=O)Nc1ccc(S(=O)(=O)N2CCCCC2)cc1)S(C)(=O)=O,-2,-0.1,-7,i,.,4,-1,-7,14,1
Cc1ccc(NC(=O)COC(=O)c2cc(Cl)ccc2[N+](=O)[O-])cc1,0,1.5,17,-0.2,-0.3,3,1,4,-7,11
Cc1ccc(OCC2Cn3c(nc4c3c(=O)n(C)c(=O)n4C)O2)cc1 (stereo not given),1,-0.8,-17,-0.5,.,-8,3,-1,6,-5
CCOC(=O)N/N=C1\CCS(=O)(=O)c2ccc(Cl)cc21,11,-1.2,.,-0.9,0.6,-1,8,3,27,4
Cc1occc1-c1nnc(SCC(=O)c2c(N)n(Cc3ccccc3)c(=O)n(C)c2=O)n1C,-3,0.5,-17,-0.7,.,-8,24,1,2,2
Cc1ccc(N2C(=O)C(CC(=O)Nc3cccc(F)c3)N(C3CC3)C2=O)cc1 (stereo not given),-6,2.0,-14,-0.8,0.2,0,-2,8,20,3
Cc1ccc(S(=O)(=O)N(C)CC(=O)NNC(=O)CCC(=O)c2ccc(F)cc2)cc1,-4,1.4,-21,i,0.4,1,2,.,.,4
O=C(NC1CCSc2ccccc21)c1ccccc1Br (stereo not given),-1,-0.8,-8,1.5,0.5,-3,1,-1,-3,7
CC1(C)CC(=O)C2=C(C1)OC(c1ccc(O)cc1)C(C#N)=C2N (stereo not given),-1,-1.0,19,-0.2,-0.2,-7,-9,-1,11,-1
CNC(=O)c1snnc1-c1ccccc1,3,-1.7,-9,-1.0,.,-8,-14,7,15,0
COc1ccc([C@@H]2[C@@H]3C(=O)N(C(C)(C)C)C(=O)[C@@H]3[C@]3(Cc4ccccc4)C(=O)N(c4ccc(C)cc4)C(=O)N23)cc1,1,0.1,-3,0.3,-0.1,11,2,.,.,-4
O=C(/C=C/c1ccc(F)cc1)Nc1ccc2[nH]c(=O)[nH]c2c1,-2,-1.0,-3,-0.8,-0.1,-4,4,2,27,14
O=C(O)CC1S/C(=N/N=C/c2ccc([N+](=O)[O-])cc2)N(c2ccc(O)cc2)C1=O (stereo not given),-1,-0.7,.,-0.1,0.3,-6,4,2,15,1
O=c1cnnc(N/N=C/C2CC=CCC2)[nH]1 (stereo not given),1,-0.7,.,i,-1.9,-1,5,2,-3,6
O=C(Cn1c(=O)oc2ccccc21)N(Cc1ccccc1)C1CCS(=O)(=O)C1 (stereo not given),-9,-1.3,-7,i,.,2,5,0,28,-6
Cc1nc2ccccc2c(=O)n1-c1ccc(Br)cn1,.,-0.2,3,-0.8,0.6,-8,7,2,4,-4
COc1ccnc(Oc2ccc(Cl)cc2)c1C#N,-5,1.4,-4,-0.6,0.8,-2,15,1,17,-3

# Compound profiles (already shown). Order of values: Anthrax LF inh2, PfHsp40 rescue, SSB-PriA inh, BH1578 lux ind, TcdB inh, Y pestis TopoI, MazF activator, 3CLpro inhibitor, VHR inh abs, Rv3671c inh
# O=C(O)CC1S/C(=N/N=C/c2ccc([N+](=O)[O-])cc2)N(c2ccc(O)cc2)C1=O (stereo not given) is listed with -1, -0.7, ., -0.1, 0.3, -6, 4, 2, 15, 1
# CNC(=O)c1snnc1-c1ccccc1 is listed with 3, -1.7, -9, -1.0, ., -8, -14, 7, 15, 0
# O=C(Cn1c(=O)oc2ccccc21)N(Cc1ccccc1)C1CCS(=O)(=O)C1 (stereo not given) is listed with -9, -1.3, -7, i, ., 2, 5, 0, 28, -6
# COc1ccnc(Oc2ccc(Cl)cc2)c1C#N is listed with -5, 1.4, -4, -0.6, 0.8, -2, 15, 1, 17, -3
# Cc1occc1-c1nnc(SCC(=O)c2c(N)n(Cc3ccccc3)c(=O)n(C)c2=O)n1C is listed with -3, 0.5, -17, -0.7, ., -8, 24, 1, 2, 2

# Next part.
SMILES,Anthrax LF inh2,PfHsp40 rescue,SSB-PriA inh,BH1578 lux ind,TcdB inh,Y pestis TopoI,MazF activator,3CLpro inhibitor,VHR inh abs,Rv3671c inh
COc1cc(C(=O)NCc2nnc(SCC(=O)Nc3nccs3)o2)cc(OC)c1OC,4,0.9,1&-6,-2.0,-1.6,7,-2,3,13,-2
COC(=O)c1ccccc1NC(=O)c1cccnc1,14,-1.1,-14,-0.9,1.6,-3,-4,-4,-8,-3
O=Cc1ccc(N2CCCC2)o1,-2,-1.4,-13,-0.3,0.1,9,0,2,37,7
CCCCNC(=O)COC(=O)c1cc2c(C)nn(-c3ccccc3)c2s1,-4,0.1,5,-0.1,.,-10,9,-3,7,-5
Cc1ccc(S(=O)(=O)Oc2ccc(/C=C3\N=C(c4cccc(C)c4)OC3=O)cc2)cc1,3,1.8,-6,6.2,.,-8,6,1,15,-2
c1ccc(-c2ccc3c(c2)NC(C2Nc4cc(-c5ccccc5)ccc4O2)O3)cc1 (stereo not given),0,-2.1,7,-0.2,0.8,-4,-34,-1,6,5
O=C(c1cc(-c2cccs2)on1)N1CCN(C(c2ccccc2)c2ccccc2)CC1,-1,2.4,-19,2.6,.,12,-5,6,-2,0
Cn1c(=O)c2sccc2n2c(CCCC(=O)Nc3ccc(F)cc3F)nnc12,-1,0.0,-8,-0.9,2.3,2,4,2,33,-10
COc1ccc2[nH]c3c(c2c1)CCN1C(=O)C(CC(=O)NCc2cccc(C(F)(F)F)c2)C[C@H](C(=O)N2CCOCC2)[C@@]31C (stereo not given in full),-4,?,3,i,0.9,7,-2,.,.,.
